CHO-K1 Ca antag – nonselective inhibitor or artifact in parental CHO-K1 cells; ATP-induced calcium, Fluo-8 fluorescence; inhibition, % at 3 µM; 360,000 tested, 0.6% active; AID 602250;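 active means inhibition above a per-plate cutoff, the plate's mean sample inhibition plus 3 SD, cut at about 24% in these data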;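 further: 0% = DMSO plus EC80 ATP and 100% = DMSO alone without ATP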
TAAR1 agonist – human TAAR1 agonists, primary screen, Fluo-8 calcium fluorescence, CHO RD-HGA16 cells. Trace amine-associated receptor 1 (Homo sapiens), Q96RJ0. vehicle wells 0%, saturating PEA agonist 100%. activation, % at 3 µM. 360,000 tested, 0.99% active;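 active means activation above the mean activation of all test compounds in the run plus 3 SD, cut at about 38% in these data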
Target sequence (Q96RJ0 whole entry, looked up): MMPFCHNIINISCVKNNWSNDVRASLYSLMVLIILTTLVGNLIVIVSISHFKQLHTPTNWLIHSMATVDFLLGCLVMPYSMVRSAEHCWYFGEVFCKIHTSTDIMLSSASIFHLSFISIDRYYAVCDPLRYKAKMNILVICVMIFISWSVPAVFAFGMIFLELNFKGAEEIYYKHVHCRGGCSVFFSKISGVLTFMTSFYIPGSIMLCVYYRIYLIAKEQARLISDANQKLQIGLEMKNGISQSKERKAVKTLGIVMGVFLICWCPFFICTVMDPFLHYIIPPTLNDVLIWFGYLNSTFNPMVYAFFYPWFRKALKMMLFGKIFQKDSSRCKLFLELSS
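System: CHO-derived RD-HGA16 cells with stable Gα16 and human TAAR1 / Times: 17-24 h plating, Fluo-8 75 min 37 °C, 30 min RT / Technique: calcium-sensitive Fluo-8 signal, excitation 470-495, emission 515-575 nm / Measure: % activation relative to PEA EC100 response / Benchmarks: DMSO and PEA EC100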
TAAR1 antag – human TAAR1 antagonists, primary screen, Fluo-8 calcium fluorescence, CHO RD-HGA16 cells; Trace amine-associated receptor 1 (Homo sapiens), Q96RJ0; antagonist; inhibition, % at 3 µM; 360,000 tested, 1.5% active; AID 624466, 2012;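 active means inhibition above a per-plate cutoff, the mean inhibition of test compounds on that plate plus 3 SD, cut at about 49% in these data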;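 further: 0% = DMSO plus EC80 beta-PEA response and 100% = DMSO alone without agonist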
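Test system: hTAAR1-expressing CHO RD-HGA16 cells, Gα16-coupled; Probe or stimulus: EC80 β-phenethylamine stimulus; Compound dosing: single nominal final test compound concentration of 3 µM; Timing: 140 s kinetic read after compound, 140 s after agonist; Signal: Fluo-8 calcium-sensitive fluorescence; Measure: % inhibition of agonist calcium response; Controls: DMSO and EC80 PEA controls.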
M1 ag – human M1 muscarinic receptor agonists, primary screen, Fluo-8 calcium fluorescence, CHO-K1 cells, HTS; activation, % at 3 µM; Muscarinic acetylcholine receptor M1 (Homo sapiens), P11229; CHO-K1 hM1, agonist mode; 0% DMSO, 100% acetylcholine EC100; 360,000 tested, 0.33% active;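 active means activation above the run's mean compound activation plus 3 SD, cut at about 16% in these data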;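 further: peak over basal fluorescence ratio within a 140 s kinetic read after compound addition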
Target sequence (P11229 whole entry, looked up): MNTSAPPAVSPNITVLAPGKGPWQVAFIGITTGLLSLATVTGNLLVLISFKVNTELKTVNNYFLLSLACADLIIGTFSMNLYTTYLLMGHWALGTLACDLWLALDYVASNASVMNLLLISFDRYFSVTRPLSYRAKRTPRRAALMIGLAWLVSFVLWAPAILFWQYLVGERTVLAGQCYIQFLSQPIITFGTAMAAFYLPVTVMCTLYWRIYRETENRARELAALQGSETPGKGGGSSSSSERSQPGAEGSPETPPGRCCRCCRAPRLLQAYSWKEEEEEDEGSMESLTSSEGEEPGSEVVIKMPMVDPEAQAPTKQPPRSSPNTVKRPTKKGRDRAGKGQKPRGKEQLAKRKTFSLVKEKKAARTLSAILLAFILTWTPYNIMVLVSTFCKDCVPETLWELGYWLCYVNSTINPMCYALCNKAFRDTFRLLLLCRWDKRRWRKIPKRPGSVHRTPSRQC
OXTR potentiator – human OXTR potentiators, primary screen, fluorescence, CHO-OTR cells, Fluo-8 calcium; activation, % at 3 µM; Oxytocin receptor (Homo sapiens), P30559; 320,000 tested, 0.061% active; Fluo-8 calcium fluorescence, potentiator mode; 0% = oxytocin EC15, 100% = EC100;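 active means activation above that plate's cutoff, the mean activation of tested compounds plus 3 SD, cut at about 6.6% in these data, passing the limit was not always enough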;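 further: 100% uses oxytocin at 75 nM as the full agonist control; some results filed as inactive read as strong as hits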
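Assay system: CHO cell line stably expressing human OTR | Also added: Oxytocin at about EC15, sub-maximal agonist stimulus | Times: Compound 6 min at room temperature before oxytocin, 100 s read | Measured by: Fluo-8 intracellular calcium fluorescence, ex 470-495, em 515-575 nm | Controls: EC15 oxytocin alone as 0%, 75 nM oxytocin as 100%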
M1 ag parental – counter-screen for M1 agonists: effect in parental CHO-K1 cells; Fluo-8 calcium fluorescence; scaled to maximal ATP response, vehicle zero; activation, % at 3 µM; 360,000 tested, 0.48% active; AID 602248, 2012; in the data active means activation above about 15%;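 further: untransfected CHO-K1 host cells lacking M1 receptor as counterscreen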
M1 PAM parental – nonselective calcium activators in parental CHO-K1 cells, primary screen, counter-screen for M1 PAM project, cell-based, Fluo-8 calcium fluorescence, full deck, 1536-well. activation, % at 3 µM. 360,000 tested, 0.02% active. ATP EC20; 0% at ATP EC20, 100% at ATP max;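 active means activation above the run cutoff, the mean activation of all test compounds plus 3 SD, cut at about 40% in these data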;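 further: peak over basal fluorescence ratio in a 140 s read after ATP addition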
M1 antag – human M1 muscarinic receptor antagonists, primary screen, CHO-K1 cells, Fluo-8 calcium fluorescence, 1536-well. CHO-K1 hM1, ACh EC80 antagonist. inhibition, % at 3 µM. 360,000 tested, 1.3% active. AID 588852, 2011;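 active means percent inhibition above its own plate's cutoff, namely the mean of that plate's compound wells plus 3 SD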;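 further: peak over basal fluorescence ratio during 140 s after agonist addition; 0% = ACh EC80 plus DMSO and 100% = DMSO alone without agonist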
CHO parental Ca – ATP-evoked calcium signal inhibitors, parental CHO, primary screen, counter-screen for OX1R antagonist project, cell-based, fluorescence, Fluo-8 calcium dye; parental CHO-K1, ATP-induced calcium, Fluo-8 fluorescence; inhibition, % at 5.6 µM; 330,000 tested, 0.63% active;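 active means inhibition above that plate's mean sample inhibition plus 3 SD, cut at about 26% in these data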;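 further: 0% = ATP-challenged DMSO wells and 100% = DMSO wells without ATP; some compounds past the cut are filed as inactive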
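Measured by: calcium-sensitive Fluo-8 fluorescence / Test system: CHO parental line / Controls: ATP-challenged DMSO wells low, unchallenged DMSO wells high / Measure: % inhibition / Compound: single nominal dose of 5.6 µM per compound / Replicates: single well per compound, no replicates / Reagent: ATP as calcium-mobilizing challenge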
* = called active by the depositor; / = not tested or not shown.

[1] CC(=O)O[C@H]1CC(=O)OC(C)(C)C2CC(=O)[C@]3(C)C(CC[C@@](C)([C@@H](O[C@@H]4O[C@H](CO)[C@@H](O)[C@H](O)[C@H]4O)c4ccoc4)[C@@]34O[C@@H]4C(=O)O)[C@]21C (some centres not stated)
[2] CC(C)[C@H](NC(=O)c1ccccc1)C(=O)OCC(=O)N1CCCc2ccccc21
[3] CC(c1ccco1)N(C(=O)c1cccc(Br)c1)c1ccccn1 (configuration not stated)
[4] CCOC(=O)C1=C(COC(=O)CNC(=O)c2ccc(Cl)cc2Cl)NC(=O)NC1C (configuration not stated)
[5] CC1CCCCN1C(=O)COC(=O)/C=C/c1ccc2ccccc2n1 (configuration not stated)
[6] COc1ccc(/C=N/NS(=O)(=O)c2ccc(C)cc2)cc1OC(=O)c1ccccc1
[7] Cc1cccc(/C=N/c2sc3c(c2C(=O)OC(C)(C)C)CCN(C)C3)c1O
[8] Cc1ccc(NC(=O)N2CCCC(c3nc(-c4ccc(F)cc4)no3)C2)cc1 (configuration not stated)
[9] O=C(c1ccc(Br)o1)N1CCN(c2ccccc2F)CC1
[10] Cc1cccnc1NC(=O)c1ccccc1NC(=O)C(C)(C)C
assay / entry,1,2,3,4,5,6,7,8,9,10
CHO-K1 Ca antag,-2,1,-18,-15,-21,-7,-4,-13,2,23
TAAR1 agonist,1,9,-2,2,1,-1,3,-1,4,10
TAAR1 antag,-9,-3,-1,-6,2,-12,-10,-61,-7,7
M1 ag,-2,-6,-9,-1,-3,4,-12,-5,-4,0
OXTR potentiator,-4,-11,0,1,-18,-5,5,-2,-2,-8
M1 ag parental,0.4,0.4,0.9,2.2,4.2,0.0,1.0,1.5,0.1,-0.3
M1 PAM parental,7,15,14,10,13,19,24,5,3,-5
M1 antag,-6,-5,-8,-5,-12,-33,-6,-16,-8,15
CHO parental Ca,-9,-23,-9,-7,-7,-16,-5,-14,-11,-12

The last 4 records of the part above open the next one.
[7] Cc1cccc(/C=N/c2sc3c(c2C(=O)OC(C)(C)C)CCN(C)C3)c1O
[8] Cc1ccc(NC(=O)N2CCCC(c3nc(-c4ccc(F)cc4)no3)C2)cc1 (configuration not stated)
[9] O=C(c1ccc(Br)o1)N1CCN(c2ccccc2F)CC1
[10] Cc1cccnc1NC(=O)c1ccccc1NC(=O)C(C)(C)C
[11] CCOc1ccc(N(CC(=O)N/N=C/c2cccnc2)S(C)(=O)=O)cc1
[12] CC1CN(S(=O)(=O)c2cccc(C(=O)NCC3COc4ccccc4O3)c2)CC(C)O1 (configuration not stated)
[13] Cc1nc(C(=O)Nc2ccccc2)sc1C1(C)CC(c2cccnc2)=NO1 (configuration not stated)
[14] COC(=O)[C@]1(CC(C)C)N[C@H](c2ccc(-c3ccc(F)cc3)cc2)[C@@H]2C(=O)N(C)C(=O)[C@@H]21
[15] COc1ccc(-c2c3c(=O)n(C)c(=O)n(C)c3cn2NC(C)=O)cc1
[16] CN(C)/C=N/c1nc2nccc(-c3cccnc3)n2n1
[17] Nc1nnc(SCc2ccccc2Cl)s1
[18] Cc1cccc(OCC(=O)O/N=C(\N)Cc2ccc(Cl)cc2)c1
[19] COc1ccc(/C=C/C(=O)N(c2ccccn2)C2CCCCC2)cc1OC
[20] C[C@@H](NC(=O)c1nc[nH]c1C(=O)N1CCN(C(=O)OC(C)(C)C)CC1)c1ccccc1
assay / entry,7,8,9,10,11,12,13,14,15,16,17,18,19,20
CHO-K1 Ca antag,-4,-13,2,23,-18,-18,2,17,-9,5,-6,5,-8,-9
TAAR1 agonist,3,-1,4,10,5,3,7,14,7,5,/,20,13,13
TAAR1 antag,-10,-61,-7,7,-8,-13,17,22,9,12,/,17,-6,2
M1 ag,-12,-5,-4,0,-3,-4,-1,0,-1,-5,-3,-5,-1,-3
OXTR potentiator,5,-2,-2,-8,-10,-3,-13,-7,0,-4,-4,-10,-2,-5
M1 ag parental,1.0,1.5,0.1,-0.3,0.0,3.7,1.7,0.3,0.0,-0.2,0.1,-0.1,0.2,0.4
M1 PAM parental,24,5,3,-5,27,11,0,-10,12,-4,9,-5,4,6
M1 antag,-6,-16,-8,15,-15,-1,3,2,-12,5,-18,-15,8,5
CHO parental Ca,-5,-14,-11,-12,-8,-17,-26,-23,-1,2,-4,-9,-10,-24

[21] Cc1ccc(C(=O)Nc2cccc(S(=O)(=O)N(C)c3ccccc3)c2)o1
[22] CCOc1ccc(C(=O)CCC(=O)NCC(=O)Nc2ccc(F)c(F)c2F)cc1
[23] Clc1ccccc1-c1nc2ccccc2[nH]1
[24] O=C(/C=C/c1ccco1)Nc1sc2c(c1C(=O)O)CCC2
[25] CCOC(=O)N1CCN(C(=O)c2cccn3c(=O)c4cc(Br)ccc4nc23)CC1
[26] CCOc1ccc(S(=O)(=O)Nc2ccccc2C(=O)N2CCCC2)cc1
[27] Cc1nn(-c2ccccc2)c2sc(-c3nnc(SCC(=O)O)o3)cc12
[28] O=C(O/N=C(\c1ccccc1)c1ccccn1)c1cccc2ccccc12
[29] CCCC(=O)Nc1ccc(Cl)c(NC(=S)NC(=O)c2ccco2)c1
[30] CC(=O)N1CCN(CC(=O)Nc2ccccc2Sc2ccccc2)CC1
assay / entry,21,22,23,24,25,26,27,28,29,30
CHO-K1 Ca antag,0,-3,-1,-2,-11,-7,-29,5,-5,11
TAAR1 agonist,19,-2,5,-2,0,5,-1,1,10,5
TAAR1 antag,11,-1,-6,-2,-12,-3,-11,-5,3,-4
M1 ag,-4,-3,-5,-3,-3,-6,1,-10,-4,-1
OXTR potentiator,-6,/,0,-5,-3,5,3,-5,-2,-15
M1 ag parental,5.5,-0.4,0.9,-0.4,0.3,0.5,0.2,12,3.1,4.7
M1 PAM parental,-9,11,-4,-3,12,17,-2,19,18,18
M1 antag,-4,0,-8,-10,-3,-6,-20,0,-10,7
CHO parental Ca,-17,/,-22,-9,-12,-14,-21,-20,-14,-11

[31] CC(=O)Nc1ccc(C(=O)NCCc2ccccc2)cc1
[32] CSc1nc2ccc(NC(=O)CS(=O)(=O)c3ccccc3)cc2s1
[33] COc1ccc2c(c1)C1CC(C)(NC(=O)C1S(=O)(=O)c1ccc(F)cc1)O2 (configuration not stated)
[34] Cc1ccc(C(C)C)cc1OCCCCN1CCCC1
[35] Oc1ccc2ccccc2c1/C=N/Nc1ccccc1
[36] COc1ccc(C/C(N)=N/OC(=O)C(c2ccccc2)c2ccccc2)cc1OC
[37] COc1ccc(-c2csc(N3CCN(S(=O)(=O)c4ccc5c(c4)NC(=O)CO5)CC3)n2)cc1
[38] CCCOc1ccc(/C=C/C(=O)Nc2ccc([N+](=O)[O-])cc2C)cc1OC
[39] CCc1nnc(NC(=O)COc2ccc3ccccc3c2)s1
[40] C/C(=C/C#N)Nc1ccc(C)cc1
assay / entry,31,32,33,34,35,36,37,38,39,40
CHO-K1 Ca antag,-9,7,-4,-13,8,-16,3,5,9,0
TAAR1 agonist,1,2,1,2,0,14,0,9,-2,6
TAAR1 antag,6,9,-14,12,1,2,7,-4,-11,-14
M1 ag,-8,-1,-2,-10,-4,-1,0,-3,-2,-4
OXTR potentiator,-2,/,-6,-5,3,-8,-11,2,-9,-8
M1 ag parental,-0.4,1.4,0.2,1.1,0.2,1.6,1.4,-0.2,0.2,0.9
M1 PAM parental,3,2,19,10,-5,13,-8,1,6,-9
M1 antag,5,-1,6,23,12,2,8,-11,17,-5
CHO parental Ca,2,/,-22,-15,1,-9,2,-6,-6,-9

[41] CC(C)(C)CC(C)(C)NC(=O)/C=C/C(=O)O
[42] COC(=O)c1ccccc1NC(=O)CN1CCC(C(=O)c2ccc3c(c2)OCCO3)CC1
[43] Cc1nn(Cc2ccc(F)cc2)c(C)c1NC(=O)c1cccnc1Cl
[44] O=C(CNc1cccc(F)c1)N1CCc2ccccc2C1
[45] COc1ccc(-c2csc(-c3ccc(C(=O)O)cc3)n2)cc1
[46] Cc1ccccc1NS(=O)(=O)c1c(C(=O)N2CCCCCC2)c(C)n(C)c1C
[47] COc1ccc(-c2n[nH]c(C)c2-c2cnn(-c3ccccc3)c2)c(O)c1C
[48] CC(C)(C)C(=O)Nc1ccc(NC(=O)c2ccco2)nc1
[49] O=C1CC(c2ccccc2)C(c2ccccc2)=NN1 (configuration not stated)
[50] CC(C)C(=O)Nc1nnc(-c2ccccc2)o1
assay / entry,41,42,43,44,45,46,47,48,49,50
CHO-K1 Ca antag,3,3,1,0,-1,-16,4,-9,-6,4
TAAR1 agonist,2,4,2,-1,-2,3,24,-1,3,1
TAAR1 antag,-28,29,-20,3,9,-11,41,12,-6,-1
M1 ag,2,-5,-4,-3,-5,1,-2,-3,-5,-1
OXTR potentiator,1,-7,-3,-15,-3,-1,-5,-13,/,-2
M1 ag parental,0.7,3.4,0.0,-0.3,0.0,0.6,-0.1,0.0,-0.1,0.1
M1 PAM parental,-8,6,-2,9,9,15,-1,16,18,-1
M1 antag,-8,4,-19,-8,-6,-5,-3,-9,-4,-7
CHO parental Ca,2,-16,-6,-8,1,-19,-13,14,/,-11

[51] CC/C(=N/Nc1ccc(Cl)cc1)c1cnnc(SC)n1
[52] CCc1ccc(OCC(=O)N(C)C)c(Br)c1
[53] CS(=O)(=O)c1ccc(Cl)c(NC(=O)c2cccc(Br)c2)c1
[54] Cc1cc(C)n(S(=O)(=O)c2cc(Cl)ccc2Cl)n1
assay / entry,51,52,53,54
CHO-K1 Ca antag,-3,2,3,1
TAAR1 agonist,2,2,3,5
TAAR1 antag,-7,3,7,-11
M1 ag,-9,-3,-4,-4
OXTR potentiator,-8,0,-1,-4
M1 ag parental,0.2,-0.1,0.4,-0.2
M1 PAM parental,11,5,-3,4
M1 antag,2,-4,-1,-7
CHO parental Ca,-13,0,-14,-21

Screens deposited in PubChem BioAssay by The Scripps Research Institute Molecular Screening Center.
